Compound activity (PubChem BioAssay)
PMI inhibitors = inhibitors of human PMI, primary screen, biochemical, fluorescence intensity, coupled assay (AID 1209); purified PMI enzyme, coupled fluorescence intensity; higher % means a stronger effect; inhibition, % at 20 µM; hits with a dose series show IC50 in µM; hit rate 0.42% among 190,000;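 note: plate controls were DMSO vehicle for no effect and wells lacking substrate for full effect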
RSV CPE inhibition = inhibition of RSV-induced cytopathic effect – HEp-2 cells, primary 10 µM value included (AID 2391); HEp-2 cells, RSV-induced CPE inhibition; higher % means a stronger effect; one-dose CPE inhibition, % at 10 µM; IC50 in µM for titrated hits; hit rate 0.13% among 310,000; in the data active = a potency from the dose series; inconclusive = CPE inhibition mostly from about 23% at the one dose, without a potency; inactive = the rest, 99 in 100 with CPE inhibition below about 21%; note: strong numbers were not always called active
T cell HTS = modulates CD8 T cell binding to vesicles; calls only at 7 µM; AID 2052; hit rate 0.068% among 330,000; 2C CD8+ T cell-vesicle binding, flow cytometry; active compounds read low;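 active = response, share of CD8 T cells binding vesicles, and their 90th percentile fluorescence all below set limits, cut at about 80% in these data, passing the limit was not always enough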
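System: murine 2C transgenic CD8+ T lymphocytes; also added: QL9-loaded Drosophila micro-vesicles; times: binding 1.5 h at 37 °C; measured by: flow cytometry, PE anti-B7-1 (FL2) versus Alexa647 anti-CD8 (FL8), PFA-fixed; control set: Peptide-free naked vesicles (low) and QL9 vesicles with 0.7% DMSO vehicle (high)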
West Nile virus CPE = inhibition of WNV-induced cytopathic effect – cell-based, CPE readout (AID 1621); West Nile virus-infected cells, CPE inhibition; higher % means a stronger effect; hit rate 0.02% among 290,000; CPE inhibition, % at 10 µM, or IC50 in µM where a hit was titrated; in the data active = a potency from the dose series; inconclusive = CPE inhibition mostly from about 3.7% at the one dose, without a potency; inactive = the rest, 99 in 100 with CPE inhibition below about 2.2%; note: strong numbers were not always called active
P. falciparum M17LAP = P. falciparum M17LAP inhibitors, primary screen, biochemical, fluorogenic H-Leu-NHMec substrate, 1536-well (AID 1619). recombinant M17LAP, H-Leu-NHMec fluorogenic kinetic assay; higher % means a stronger effect. inhibition, % at 30 µM; hits with a dose series show IC50 in µM. hit rate 0.38% among 220,000;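 active = compound inhibiting the enzyme by more than half at any dose during confirmatory dose-response retesting; inconclusive = strong single-dose inhibitors picked by rank but not retested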;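 note: plate controls were full reaction with DMSO carrier for no effect and no enzyme background for full effect; strong numbers were not always called active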
M1AAP inhibition = malaria alanyl aminopeptidase activity blockers – biochemical, fluorogenic H-Leu-NHMec substrate, 1536-well (AID 1445); inhibition, % at 30 µM, or IC50 in µM where a hit was titrated; recombinant M1AAP, H-Leu-NHMec fluorogenic kinetic assay; higher % means a stronger effect; hit rate 0.42% among 220,000;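 active = primary inhibition above the hit cutoff, then over 50% inhibition at one or more dose response concentrations, cut at about 23% in these data, passing the limit was not always enough; inconclusive = conflicting primary data, or primary hits not chosen for dose response; inactive = low primary inhibition, or under 50% at every dose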;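 note: plate controls were DMSO full reaction for no effect and no enzyme background for full effect; strong numbers were not always called active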
human PMI inhibitors = MPI inhibition at elevated mannose 6-phosphate – biochemical, fluorescence intensity, high mannose 6-phosphate, primary screen (AID 1220); recombinant PMI enzyme, coupled fluorescence intensity; higher % means a stronger effect; hit rate 0.66% among 190,000; inhibition, % at 20 µM, or IC50 in µM where a hit was titrated
TNAP activators = human TNAP enzyme activators, primary screen, biochemical, luminescent, no phosphate acceptor, uHTS (AID 1001); activation fold at 20 µM; hits with a dose series show EC50 in µM; hit rate 0.03% among 200,000; purified TNAP, luminescent activation assay, no phosphate acceptor; higher activation fold means a stronger effect; in the data active = activation fold from about 3, or a potency from the dose series; inactive = the rest, 99 in 100 with activation fold below about 1.6; note: many of its hits are not listed in these tables
K1F lysis inhibition = inhibition of K1F phage lysis, E. coli UTI89, bacterial capsule biogenesis inhibitors, alamar blue (AID 488966); E. coli UTI89 K1F phage lysis, alamar blue, 2 h; higher % means a stronger effect; inhibition, % at 100 µM; hits with a dose series show IC50 in µM; hit rate 0.02% among 340,000;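 active = phage lysis inhibition, versus mean bacterial control, above a set limit; inconclusive = no clear call, values can overlap the other calls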;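 note: capsule biogenesis inhibitors block K1F phage lysis so surviving cells raise fluorescence; higher fluorescence means more inhibition of phage lysis; actives were called in the ten point dose series up to 300 µM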
T cell HTS vesicle-bound % = further read-out of T cell HTS, marked with its call; double positive events, %; measured here: CD8+ vesicle-bound cell fraction;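 binding gate set so that unloaded-vesicle control wells show 10% double positive cells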
* marks the source's active call; other numbers are inactive results; i = inactive; ? = inconclusive; · = no result given; [ ] = another dose, or the depositor's remark. Cut-off read from the data, not from the text of the source, unless noted: active = inhibition above about 50%; inactive = the rest.

SMILES	PMI inhibitors	RSV CPE inhibition	T cell HTS	T cell HTS vesicle-bound %	West Nile virus CPE	P. falciparum M17LAP	M1AAP inhibition	human PMI inhibitors	TNAP activators	K1F lysis inhibition
Cc1c(NC(=O)c2ccco2)cccc1C(=O)NN1C(=O)c2ccccc2C1=O	-5%	1.7%	i	58	0.9%	10%	14%	-5%	1	0.0%
CC(=O)Nc1ccc(/C=C/c2noc(-c3ccccc3O)n2)cc1	·	0.1%	i	31	-1.1%	·	·	·	·	-0.8%[50 µM]
Cc1ccccc1OCC(=O)OC1CCN(C)CC1	-1%	0.5%	i	7	-0.2%	1%	1%	1%	1	0.2%
CCOc1ccc(Cl)cc1CSc1ncn[nH]1	6%	1.3%	i	37	-1.0%	20%	6%	-1%	1	0.2%
COc1ccnc(CSC(N)=Nc2cccc(C(F)(F)F)c2)c1	8%	0.1%	i	37	-0.4%	-7%	7%	38%	0.7	0.2%
COc1ccccc1N1C(=O)CCC1(C#N)c1ccccc1 (stereo not drawn)	7%	-0.6%	i	41	0.9%	-1%	0%	8%	1	-0.1%
COc1ccc(/C=C/C(=O)Nc2nnc(C(C)C)s2)cc1OC	·	·	i	27	0.2%	14%	0%	·	·	·
CC1CCCN(CC(O)CN)C1 (stereo not drawn)	-11%	1.9%	i	35	0.7%	-1%	2%	-7%	1	0.8%
c1ccc(-c2nnc(N3CCN(c4ccccc4)CC3)nc2-c2ccccc2)cc1	·	13%	i	52	0.1%	-1%	6%	·	·	·
Cc1cc(C)c[n+](-c2nc3ccccc3nc2[N-]S(=O)(=O)c2ccc(Br)s2)c1	-12%	4.9%	i	58	0.3%	24%	9%	-2%	1	-0.1%
Cc1nnc(NC(=O)c2ccc(S(=O)(=O)N3CC(C)OC(C)C3)cc2)o1 (stereo not drawn)	·	0.9%	i	62	0.3%	·	·	·	·	-0.1%
COc1ccc(OC)c(CNC(=O)C2CCCN(C(=O)N(C)C)C2)c1 (stereo not drawn)	2%	2.1%	i	21	-0.4%	9%	9%	-1%	1.1	1.6%
COc1cccc(CNS(=O)(=O)c2c(C)[nH]c(C)c2C(=O)N2CCCC2)c1	·	0.3%	i	32	-0.5%	·	·	·	·	-0.1%
Cc1ccc(CS(=O)(=O)c2ncc(Cl)c(C(=O)Nc3nnc(C(C)C)s3)n2)cc1	·	-2.3%	i	6	0.3%	·	·	·	·	0.0%
Cc1ccc(-c2nnc(SCC(=O)N/N=C/c3ccc(C(=O)O)cc3)n2C2CCCCC2)cc1	·	0.5%	i	21	-0.2%	·	·	·	·	0.3%
CCC(C)NC(=O)CSc1nnc(-c2ccc(Cl)cc2)n1N (stereo not drawn)	-3%	1.3%	i	31	-0.4%	5%	19%	5%	1.1	0.1%
COc1ccccc1/C=C/C(=O)c1c2c(c(C)[nH]c1=O)CCCC2	25%	-2.6%	i	18	?	-3%	4%	38%	1	0.3%
CCCOC(=O)c1c(-c2ccc(C)cc2C)csc1NC(=O)C1C2CCC(O2)C1C(=O)O (stereo not drawn)	2%	2.0%	i	33	-0.4%	45%	-5%	18%	1	1.0%
Cc1ccc([C@@H]2C3COCC=C3C(C#N)=C(N)C2(C#N)C#N)o1 (stereo partly drawn)	15%	-2.0%	i	31	-0.1%	-26%	2%	46%	1.2	-0.8%
O=C(c1ccc(OC2CCN(CCc3ccccc3)CC2)cc1)N1CCCCC1CCCO (stereo not drawn)	·	0.3%	i	67	-0.5%	·	·	·	·	0.1%
CCCCn1c(SCC(=O)NC2CCS(=O)(=O)C2)nc2ccccc2c1=O (stereo not drawn)	·	1.3%	i	6	-0.3%	·	·	·	·	0.0%[50 µM]
CC1(C)CCc2c([nH]c3ccccc3c2=O)O1	-23%	0.9%	i	32	0.6%	-5%	-1%	-7%	1.1	-4.2%
O=C(NCCc1ccccc1)Oc1ccc(Cl)cc1	·	2.8%	i	18	-0.6%	1%	0%	·	·	-1.5%
CCn1c(C)nc2c1C(=O)c1ccccc1C2=O	-20%	-0.2%	i	33	0.2%	6%	5%	6%	1	-1.2%
CC1NC2(C(=O)N(Cc3ccccc3)c3ccccc32)C2C(=O)N(c3ccccc3)C(=O)C12 (stereo not drawn)	13%	-0.7%	i	36	0.0%	-4%	1%	11%	1.1	-0.2%

Part of the list above in order of molar mass, ascending:
SMILES	PMI inhibitors	RSV CPE inhibition	T cell HTS	T cell HTS vesicle-bound %	West Nile virus CPE	P. falciparum M17LAP	M1AAP inhibition	human PMI inhibitors	TNAP activators	K1F lysis inhibition
CCn1c(C)nc2c1C(=O)c1ccccc1C2=O	-20%	-0.2%	i	33	0.2%	6%	5%	6%	1	-1.2%
Cc1ccc([C@@H]2C3COCC=C3C(C#N)=C(N)C2(C#N)C#N)o1 (stereo partly drawn)	15%	-2.0%	i	31	-0.1%	-26%	2%	46%	1.2	-0.8%
Cc1c(NC(=O)c2ccco2)cccc1C(=O)NN1C(=O)c2ccccc2C1=O	-5%	1.7%	i	58	0.9%	10%	14%	-5%	1	0.0%

(more compounds)
SMILES	PMI inhibitors	RSV CPE inhibition	T cell HTS	T cell HTS vesicle-bound %	West Nile virus CPE	P. falciparum M17LAP	M1AAP inhibition	human PMI inhibitors	TNAP activators	K1F lysis inhibition
CC(=O)Nc1cc(C(=O)OC(C(=O)c2ccccc2)c2ccccc2)ccc1C (stereo not drawn)	26%	2.4%	i	37	·	-4%	2%	19%	1.1	0.1%
CCOC(=O)C1C(c2ccc(OC)cc2)N(C)OC1(O)C(F)(F)F (stereo not drawn)	-15%	2.1%	i	59	0.3%	0%	-4%	-6%	1.2	0.7%
CCCCCCN(C(=O)CCCCCN1C(=O)NC(c2ccc(-c3ccccc3)cc2)C(C(=O)OCc2ccccc2)=C1C)C(C(=O)NCCCC)c1ccc(OCC(=O)OC)cc1 (stereo not drawn)	8%	6.7%	i	18	·	2%	3%	12%	1.1	·
COc1ccc(CNC(=O)c2c(O)c3ccccc3n(C)c2=O)cc1	·	0.9%	i	64	0.0%	·	·	·	·	-0.2%
CCC(C(=O)N1CCN(c2cccc(Cl)c2)CC1)c1ccccc1 (stereo not drawn)	14%	1.1%	i	19	0.3%	-22%	10%	14%	1	0.0%
Cc1nn(-c2ccccc2)c(Cl)c1/C=N/Nc1nncc(=O)[nH]1	·	1.8%	i	55	0.4%	2%	0%	·	·	2.2%[50 µM]
O=C(Nc1ccc(F)cc1)c1cccc(C(=O)Nc2ccc(F)cc2)c1	·	4.2%	i	11	-1.1%	·	·	·	·	0.2%
COc1cccc(Cn2cnc3c(NS(=O)(=O)c4ccc(Cl)cc4)c(C)c(C)cc32)c1	14%	3.9%	i	14	-0.5%	6%	7%	16%	1.4	0.0%
O=C(Nc1cccc2cccnc12)C1CCCC1	-5%	1.6%	i	48	0.6%	21%	-8%	-7%	1	0.4%
O=C(O)CCCC(=O)Nc1ccc(Cl)cc1	-2%	0.6%	i	61	0.0%	18%	4%	-1%	1.1	-2.9%
CCCCC(c1nnnn1C1CCCC1)N1CCN(C2CCCCC2)CC1 (stereo not drawn)	6%	2.4%	i	40	-0.4%	-1%	10%	-2%	1.1	0.6%
COc1cc(C(=O)Sc2ccc(Cl)cc2)cc(OC)c1OC	8%	48%	i	35	0.0%	-2%	1%	12%	1.1	0.2%
Cc1cccnc1NC(=O)CSc1nnc(Cc2ccccc2)o1	4%	-0.8%	i	37	0.5%	11%	10%	0%	1.1	0.6%
O=C(N/N=C/c1cccs1)c1ccc2nc[nH]c2c1	-4%	-1.3%	i	7	0.8%	3%	22%	3%	1.3	-0.1%
COc1ccccc1/C=C/C(=O)OCC(=O)Nc1c(F)cccc1F	6%	-0.3%	i	22	0.8%	-1%	1%	1%	1.2	-0.7%
COc1cc(C(C(=O)NC2CCCC2)N(CCO)C(=O)Cn2nnc(-c3ccc(C)o3)n2)ccc1O (stereo not drawn)	·	3.6%	i	56	-0.6%	·	·	·	·	0.1%
O=C(NCc1cccnc1)c1ccc(COc2ccc(Cl)cc2)cc1	3%	-0.9%	i	62	-1.4%	-2%	6%	3%	1.1	0.1%
N#Cc1c(-c2ccccc2)ccn(Cc2cccc(Cl)c2)c1=O	0%	5.4%	i	52	-0.7%	3%	6%	-5%	1.1	-0.3%
O=C1OC(NCc2cccnc2)(c2ccc(Cl)cc2)c2ccccc21 (stereo not drawn)	-3%	-0.5%	i	27	-2.1%	4%	9%	-8%	1	0.4%
COc1ccc(C2CCCN2C(=O)Nc2ccc(F)cc2)cc1OC (stereo not drawn)	-5%	0.6%	i	46	·	-8%	3%	3%	1.1	-0.4%
CN(C)c1ccc(CNC2CC(C)(C)NC(C)(C)C2)cc1	3%	0.6%	i	24	1.9%	-3%	6%	-3%	1	0.5%
COc1ccc(Cn2c(-c3ccco3)nc3c(c(=O)c4ccccc4n3C)c2=O)cc1	·	12%	i	37	-0.1%	-7%	2%	·	·	4.1%
CCc1ccccc1OCC(=O)N(CC)CC(=O)NCc1ccc(F)cc1	12%	1.5%	i	46	-0.4%	36%	10%	9%	1	0.0%
COCC(C)NCc1ccccc1C (stereo not drawn)	11%	0.7%	i	47	1.0%	12%	-1%	-1%	1.1	0.3%
CC12CCC(C(=O)Nc3cccc(NC(=O)C45CCC(C)(C(=O)O4)C5(C)C)n3)(OC1=O)C2(C)C	6%	0.9%	i	44	0.0%	-4%	3%	4%	1.1	3.7%
Next compounds follow.
SMILES	PMI inhibitors	RSV CPE inhibition	T cell HTS	T cell HTS vesicle-bound %	West Nile virus CPE	P. falciparum M17LAP	M1AAP inhibition	human PMI inhibitors	TNAP activators	K1F lysis inhibition
C=CCNC(=S)N/N=C(\C)c1cccnc1	2%	3.0%	i	32	0.3%	4%	7%	0%	1.2	0.1%
CCCNC(=O)c1ccc(N2CCC3(CC2)CC(c2ccc(Cl)cc2)=NO3)c([N+](=O)[O-])c1	·	2.6%	i	46	-0.1%	·	·	·	·	0.2%
COc1cc(CN(CCc2c(C)[nH]c3ccc(C)cc23)C(=S)NC(C)(C)C)cc(OC)c1OC	3%	4.3%	i	48	·	-12%	4%	-1%	1	1.0%
COc1cc(/C=N\NC(=O)C2CC3C=CC2C3)ccc1O (stereo not drawn)	2%	2.4%	i	42	0.2%	20%	10%	-1%	1.1	2.0%[50 µM]
COC/C=C/C1=CC2=CC(=O)C(C)(OC(=O)c3cnc4ccccc4n3)C(=O)C2=CN1Cc1ccco1 (stereo not drawn)	·	0.8%	i	18	0.2%	·	·	·	·	0.8%
CCOP(=O)(c1c(F)c(F)c(F)c(F)c1F)C1(O)CCCCC1 (stereo not drawn)	-4%	-0.2%	i	32	-0.2%	15%	4%	-7%	1	1.1%
